Screening data deposited in PubChem BioAssay by several laboratories.
OPRM1-OPRD1 inv: inverse agonists of human mu-delta opioid receptor heterodimerization | cell-based MOR-DOR heterodimer luminescence, inverse agonism | inhibition, % at 9.3 µM | 340,000 tested, 0.21% active; in the data active = inhibition above about 22%, passing the limit was not always enough;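 note: 0% = cells with DMSO and 100% = wells without cells with DMSO; values of inactives mirror those of a sister screen read the other way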
C-LANA FP: blocks KSHV LANA C-terminal domain binding to DNA. MBP-C-LANA/FAM-LBS DNA binding, fluorescence polarization. 340,000 tested, 0.078% active. AID 504423. inhibition, % at 9 µM;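 active = highest replicate inhibition at or above 60% at 9 µM, even if other replicates fall short; inactive = all replicates below 60% inhibition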;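 note: 0% = neutral control wells and 100% = 4 µM acridine orange control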
Cardiac RTF inh: cardiac RTF calcium desensitization; AID 493244; P19429+P45379; 340,000 tested, 0.12% active; IANBD-labeled cardiac RTF, Ca2+ fluorescence; inhibition, % at 7.15 µM;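 active = inhibition above the mean inhibition of all tested compounds plus 3 SD, cut at about 17% in these data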;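 note: assay run at fixed EC70 calcium of 1.6 mM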
RTF Ca sens act: increases calcium sensitivity of human cardiac regulated thin filaments; 340,000 tested, 0.24% active; activation, % at 7.2 µM; AID 493008; IANBD-labeled TnC RTF fluorescence at EC20 calcium; 0% EC20 calcium, 100% full calcium;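 active = activation above the mean over all tested compounds plus 3 SD, cut at about 30% in these data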;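 note: rise in fluorescence read as greater calcium sensitivity of cardiac thin filaments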
V-ATPase pH: alters yeast V-ATPase proton transport. S. cerevisiae, pHLuorin cytosolic pH fluorescence. response, % at 10 µM. 350,000 tested, 0.37% active. AID 504577; in the data active = response mostly above about 7.3%, no sharp cut-off; inactive = mostly below about 5.4%; note: actives read high; inactives centre near 0; some compounds called inactive have numbers as strong as hits; reference of the scale not given here
HTR5A inv ag: inverse agonist of human HTR5A in OPRM1-OPRD1 counter-screen; P47898; HTR5A cell line, luminescence, inverse agonism; inhibition, % at 9.3 µM; 340,000 tested, 0.083% active; in the data active = inhibition mostly above about 23%, no sharp cut-off; inactive = mostly below about 18%;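 note: 0% = cells with DMSO and 100% = no-cell wells with DMSO; some compounds called inactive have numbers as strong as hits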
Target sequence (P47898 whole entry, looked up): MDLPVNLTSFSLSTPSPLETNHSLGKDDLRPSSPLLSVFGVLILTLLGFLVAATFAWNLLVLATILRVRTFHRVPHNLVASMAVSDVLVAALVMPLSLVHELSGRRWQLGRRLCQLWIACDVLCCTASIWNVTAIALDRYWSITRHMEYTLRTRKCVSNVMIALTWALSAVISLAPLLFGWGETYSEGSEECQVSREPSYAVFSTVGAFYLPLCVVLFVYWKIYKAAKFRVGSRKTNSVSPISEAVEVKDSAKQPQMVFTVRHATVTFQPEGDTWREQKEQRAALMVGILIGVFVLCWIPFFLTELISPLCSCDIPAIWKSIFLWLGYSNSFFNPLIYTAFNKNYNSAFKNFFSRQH
HTR5A ag: counter-screen for OPRM1-OPRD1 agonists: human HTR5A agonism. P47898. activation, % at 9.3 µM. HTR5A agonist assay, luminescence, cell-based. 340,000 tested, 0.61% active; in the data active = activation mostly above about 9.5%, no sharp cut-off; inactive = mostly below about 7.6%;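 note: 0% = cells with vehicle only and 100% = reference agonist; strong numbers were not always called active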
Keap1-Nrf2 PPI: disrupts human Keap1 binding to Nrf2 peptide; Q14145; Keap1 Kelch-Nrf2 peptide fluorescence polarization, 1536-well; inhibition, % at 9.4 µM; 340,000 tested, 0.15% active; AID 504523; in the data active = inhibition above about 12%;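 note: human Keap1 Kelch domain with fluorescein labeled Nrf2 9mer peptide probe; 0% = neutral control wells and 100% = peptide positive control; higher means more block of Keap1 binding to Nrf2 peptide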
Target sequence (Q14145 whole entry, looked up, the tested form may be a part): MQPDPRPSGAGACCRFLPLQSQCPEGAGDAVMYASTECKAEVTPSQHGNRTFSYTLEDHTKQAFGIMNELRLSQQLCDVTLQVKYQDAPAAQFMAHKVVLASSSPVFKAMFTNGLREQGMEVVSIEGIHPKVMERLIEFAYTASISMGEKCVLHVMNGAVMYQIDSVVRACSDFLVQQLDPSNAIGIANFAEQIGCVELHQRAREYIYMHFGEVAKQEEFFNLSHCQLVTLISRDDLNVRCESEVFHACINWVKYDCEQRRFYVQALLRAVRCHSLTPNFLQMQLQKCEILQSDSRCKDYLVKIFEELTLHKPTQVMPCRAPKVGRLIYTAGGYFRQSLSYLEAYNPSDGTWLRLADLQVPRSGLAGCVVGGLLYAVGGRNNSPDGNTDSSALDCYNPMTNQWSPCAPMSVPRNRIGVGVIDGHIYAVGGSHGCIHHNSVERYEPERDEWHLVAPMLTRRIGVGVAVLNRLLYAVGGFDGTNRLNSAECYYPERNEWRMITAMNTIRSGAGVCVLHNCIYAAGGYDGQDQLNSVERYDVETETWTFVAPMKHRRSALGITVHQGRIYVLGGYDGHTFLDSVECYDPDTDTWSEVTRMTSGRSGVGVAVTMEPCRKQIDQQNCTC
MOR-DOR ag: agonists of human mu-delta opioid receptor heterodimerization; P35372+P41143; cells, OPRM1-OPRD1 heterodimerization, luminescence; activation, % at 9.3 µM; 340,000 tested, 0.3% active; in the data active = activation above about 18%;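 note: 0% = vehicle-treated cells and 100% = reference agonist; values of inactives mirror those of a sister screen read the other way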
CAL PDZ FP: inhibitors of human CAL PDZ peptide binding; purified CAL PDZ, TMR-peptide fluorescence polarization, 1 h; 300,000 tested, 0.92% active; Q9HD26; inhibition, % at 24.9 µM;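 active = mean inhibition of at least 30% with at least half of replicates also reaching 30%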;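 note: 0% = DMSO neutral control and 100% = excess unlabeled competitor peptide PRC23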
Active calls of the source: *; i = inactive; x = not tested or not shown. Rows were taken by chance; 2.8% or so of the library scored in one or more.

item	canonical_smiles	OPRM1-OPRD1 inv	C-LANA FP	Cardiac RTF inh	RTF Ca sens act	V-ATPase pH	HTR5A inv ag	HTR5A ag	Keap1-Nrf2 PPI	MOR-DOR ag	CAL PDZ FP
1	COCCN(C(=O)COC(=O)c1ccccc1Cc1ccccc1)c1c(N)n(Cc2ccccc2)c(=O)[nH]c1=O	14	-1.6	-4	-8	2	-14	5	-1	-2.1	-1
2	C=CCOc1ccc(CN(C)C(=O)CNC(=O)c2ccc(-c3ccccc3)cc2)cc1	-11	-0.7	7	-6	-1	0	2	1	1.8	2
3	Cc1sc(NC(=S)Nc2ccc(F)cc2)c(C(N)=O)c1C	4	-3.3	3	-3	4	12	-5	-2	-0.7	-2
4	CC1CN(S(=O)(=O)c2cc(C(=O)NCCC3=CCCCC3)ccc2Cl)CC(C)O1 (stereo unspecified)	-12	0.2	8	-1	2	-7	3	-5	1.7	x
5	O=C(COc1cccnc1[N+](=O)[O-])Nc1cc(S(=O)(=O)N2CCCCC2)ccc1Cl	5	-3.1	0	0	-1	-1	0	1	-0.9	-3
6	O=S1(=O)CCC(NC(=S)NCCNC(=S)NC2CCS(=O)(=O)C2)C1 (stereo unspecified)	19	-1.7	6	-3	1	27	2	1	-4.2	-3
7	O=C(NCc1ccccn1)C1CCCN(S(=O)(=O)c2ccc(Br)cc2)C1 (stereo unspecified)	8	-0.9	-2	-8	0	-8	4	-1	-2.0	18
8	O=C(NCCCn1ccnc1)c1cc([N+](=O)[O-])cc([N+](=O)[O-])c1	-29	-0.9	-3	1	-2	-35	13	-3	4.8	-5
9	Cc1c(Cl)cccc1NC(=O)CSc1nnnn1C	8	1.1	-9	1	0	-12	5	5	-1.9	14
10	O=S(=O)(c1cccs1)N1CN(Cc2ccccc2)c2nc3ccccc3nc21	-2	0.7	1	4	-1	-30	-5	-1	0.3	-2
11	NNC(=S)Nc1cccc(Cl)c1	6	0.8	-4	-7	-1	15	-3	-1	-1.2	-3
12	CCOc1ccccc1NC(=O)c1cccnc1	0	-0.9	3	3	-4	-9	-3	-6	-0.1	-6
13	CCCCn1c(N)c(N(CC(C)C)C(=O)CN(C)S(=O)(=O)c2ccc(C)cc2)c(=O)[nH]c1=O	0	0.4	-7	-1	8	-11	-1	-1	0.1	-4
14	CC(C)OCC(O)CCc1n[nH]c(=S)n1-c1ccccc1 (stereo unspecified)	-21	0.1	-9	-3	1	9	0	-6	3.4	-2
15	Cc1ccc(C)c(NC(=O)C2CCCC2)c1	8	-1.3	2	4	3	-8	-4	-4	-1.6	0
16	COc1ccc(C(=O)Nc2ccccc2N2CCOCC2)cc1S(=O)(=O)N1CCCC1	0	0.1	-3	3	4	6	-1	-1	0.0	-2
17	CCC(C(=O)NC(C)(C)C)N(Cc1cccs1)C(=O)CNS(=O)(=O)c1ccccc1 (stereo unspecified)	15	0.4	0	-3	0	-7	2	-1	-3.1	-4
18	CCOCCCNC(=O)CN1C(=O)COc2ccc(S(=O)(=O)N3CCCC3)cc21	7	-0.1	-7	7	2	-8	2	1	-1.3	-3
19	O=C(O)c1csc(N/N=C/c2ccc(Br)cc2)n1	13	1.0	-8	8	-1	-3	6	-4	-2.5	-1
20	O=c1[nH]c(CN2CCCCC2)nc2ccccc12	17	-0.1	-8	4	1	-3	-1	-3	-2.9	-3
21	CCOC(=O)C1CCCN(C(=O)CC(c2ccccc2)c2ccccc2)C1 (stereo unspecified)	-14	-1.9	-1	-8	-11	-5	1	-1	2.4	-6
22	Cc1cc(NC(=NC2CC2)c2ccccc2F)n(-c2ccccc2)n1	6	1.2	2	2	-3	8	1	-1	-1.1	-1
23	CC(C)(C)OC(=O)N1CCC(c2c(C(=O)O)cnn2-c2ccccc2)CC1	9	-0.5	-3	3	9	0	2	0	-1.7	-4
24	O=C(CCC(=O)OCC(F)(F)C(F)F)Nc1ccc(F)cc1F	11	0.9	-2	1	1	6	-1	1	-2.1	-3

Retrieved by structure from the list above (two):
item	canonical_smiles	OPRM1-OPRD1 inv	C-LANA FP	Cardiac RTF inh	RTF Ca sens act	V-ATPase pH	HTR5A inv ag	HTR5A ag	Keap1-Nrf2 PPI	MOR-DOR ag	CAL PDZ FP
7	O=C(NCc1ccccn1)C1CCCN(S(=O)(=O)c2ccc(Br)cc2)C1 (stereo unspecified)	8	-0.9	-2	-8	0	-8	4	-1	-2.0	18
13	CCCCn1c(N)c(N(CC(C)C)C(=O)CN(C)S(=O)(=O)c2ccc(C)cc2)c(=O)[nH]c1=O	0	0.4	-7	-1	8	-11	-1	-1	0.1	-4

Continuation.
item	canonical_smiles	OPRM1-OPRD1 inv	C-LANA FP	Cardiac RTF inh	RTF Ca sens act	V-ATPase pH	HTR5A inv ag	HTR5A ag	Keap1-Nrf2 PPI	MOR-DOR ag	CAL PDZ FP
25	COc1cccc(NC(=O)CN(C)C(=O)c2cccc(S(=O)(=O)N3c4ccccc4CC3C)c2)c1 (stereo unspecified)	13	-0.6	-9	-10	3	9	7	-1	-2.7	-9
26	O=[N+]([O-])c1ccc(NCc2ccccc2)nc1	10	-0.1	-14	0	1	3	-5	-4	-2.0	0
27	COc1ccc(OC)c(NC(=O)C2CC(=O)N(c3ccccc3)C2)c1 (stereo unspecified)	7	-0.6	0	0	2	6	-2	-5	-1.4	-1
28	CC(c1ccccc1)n1c(S(=O)(=O)O)nc2ccccc21 (stereo unspecified)	11	-1.1	-1	-4	0	10	3	-2	-2.1	x
29	COc1ccc(S(=O)(=O)N2CCOCC2)cc1NC(=O)CN(C)CC(=O)Nc1cccc(F)c1	11	0.0	-4	-1	3	-21	-1	-4	-2.8	0
30	C=C(CO)C1Cc2cc(C(C)=O)ccc2O1 (stereo unspecified)	9	5.5	1	0	-1	-18	5	-2	-1.8	1
31	CC(=O)c1cccc(OCc2cc(C(=O)N(C)CCc3cnn(C)c3)no2)c1	11	0.5	-3	-1	4	1	0	1	-2.2	x
32	COc1cc(C(=O)NCCc2ccc(F)cc2)c([N+](=O)[O-])cc1OC	9	-2.6	-19	5	1	-15	4	-5	-1.6	-4
33	CC(=O)c1ccc(N2C(=NC(=O)C3CCCCC3)SC3CS(=O)(=O)CC32)cc1 (stereo unspecified)	9	0.3	-4	8	5	-7	-6	-1	-1.9	-1
34	CSc1nnc(-c2ccc(S(=O)(=O)N3CCCCC3)cc2)o1	-13	-0.1	-16	-2	3	-10	-2	-4	2.0	0
35	CCCCn1nnc(NC(=O)c2sc3cc(Cl)ccc3c2Cl)n1	2	0.2	3	-2	1	3	-1	-3	-0.3	0
36	O=C(Nc1nc2ccccc2[nH]1)c1ccccc1OC(F)F	9	-0.9	-10	-6	-2	-3	1	2	-1.6	-3
37	Cc1nn(C)c(C)c1CS(=O)(=O)c1ccccc1	16	2.5	-3	-3	1	-18	0	2	-3.2	3
38	Cn1c(Oc2ccccc2NCc2cccc(Br)c2)cc(=O)n(C)c1=O	1	1.0	-4	3	-4	5	-2	-2	-0.2	79*
39	CCOc1ccc(S(=O)(=O)N2CCOCC2)cc1NC(=O)c1ccccc1F	8	-0.7	9	-4	-3	14	4	-2	-1.2	-3
40	Cc1nc(C)c(C(=O)N2CCCC(C(=O)c3ccc4ccccc4c3)C2)s1 (stereo unspecified)	19	0.3	3	-2	0	6	6	3	-5.7	-3
41	COc1cc(/C=C2/C(=O)N(C)C(=S)N2C)ccc1OCc1cccc(F)c1	10	1.3	3	0	0	3	-1	-1	-2.0	-2
42	CCc1ccc(NC(=O)Cc2ccc(NC3=NC4CS(=O)(=O)CC4S3)cc2)cc1 (stereo unspecified)	9	0.0	0	3	4	-16	5	-5	-1.4	-2
43	CCCCNC(=O)COC(=O)c1ccc(Cl)c(S(N)(=O)=O)c1	9	1.1	3	4	-5	-7	4	-4	-1.6	-1
44	O=C(CSC1=NS(=O)(=O)c2cc(Cl)ccc2N1)c1ccc(Cl)cc1	-4	-1.9	-12	-8	-2	17	-7	3	0.6	x
45	CCCN1CCN(CCCNC(=O)c2ccc(NC(=O)C3=C(C)OCCS3)cc2)CC1	2	-0.8	0	1	3	0	0	-3	-0.3	-3
46	COc1cc2c(C(=O)N3CCN(c4cccc(Cl)c4)CC3)cn(CC(C)C)c(=O)c2cc1OC	14	-1.0	-11	8	-1	-17	4	-4	-2.5	-1
47	COC(=O)C1CCN(c2cc(=O)n(Cc3ccc(F)cc3)c(=O)[nH]2)CC1	9	1.1	2	-3	-1	-5	7	-4	-1.5	0
48	CCC1(C)CC(=O)N(c2ccc(F)c(Cl)c2)C(=O)C1	5	0.1	-4	10	0	-5	2	-3	-1.1	-2
49	CCOc1ccc(Cl)cc1S(=O)(=O)N1CCC(C(=O)NCc2ccco2)CC1	6	-0.6	-7	0	4	4	-2	-2	-1.0	98*
50	COc1cc2c(cc1OC)CN(C(=O)CN1C(=O)NC3(CCC(C)CC3)C1=O)CC2 (stereo unspecified)	6	0.7	-2	-5	-1	1	6	-1	-1.6	4
51	Cc1cccc(-n2ncc3c2CCCC3NC(=O)CCCN2CCCCC2=O)c1C (stereo unspecified)	12	0.8	1	-2	-2	-15	2	-5	-2.2	2
52	COc1ccc(CNC(=O)[C@@H](C)NC(=O)[C@@H]2Cc3ccccc3CN2)cc1	5	1.2	5	-2	2	4	2	-4	-1.1	0
53	Cc1ccc(NC(=O)c2cc(S(=O)(=O)N3CCCCC3)cs2)cc1	-18	1.2	-5	-3	x	-1	0	1	3.3	0
54	O=c1[nH]cnc2ccccc12	-4	-1.3	i	i	3	-35	6	i	0.7	6
55	COc1ccccc1OCC(=O)Nc1cccc(-c2nc3ccccc3o2)c1	-42	-0.5	-17	10	0	-28	11	-4	6.7	-2
56	COc1ccc(C(=O)Nn2c(C)nc3ccccc3c2=O)c(OC)c1	6	0.0	-12	0	-1	3	-1	3	-1.1	0
57	O=C1c2c(O)cc(O)cc2O[C@H](c2ccc(O)cc2)[C@H]1O	12	-0.7	-3	-4	0	19	0	1	-2.3	1
58	CCN(CC)S(=O)(=O)c1ccc(N2CCCC2)c(NS(=O)(=O)c2ccc([N+](=O)[O-])cc2)c1	-26	-0.8	8	9	-2	-23	7	-3	4.8	-2
59	CCOCCCNC(=O)c1c[nH]c2ccc(OCC)cc2c1=O	7	-1.3	-6	-3	9	0	0	-1	-1.4	-1
60	O=C(NCc1nnc(SCC(=O)N2CCCC2)o1)c1ccco1	4	0.0	3	-4	2	-16	4	-4	-0.6	0
61	O=C(COC(=O)c1ccc(S(=O)(=O)NCc2ccco2)cc1)c1ccccc1	8	0.2	-5	-1	3	-11	1	3	-1.2	2
62	COc1cc(S(=O)(=O)N(Cc2cccnc2)Cc2cccc(OC)c2OC)ccc1-n1cnnn1	11	0.6	0	3	-1	-13	4	0	-2.3	3
63	Cc1nnc(C)c2c(C)n(-c3ccccc3)c(C)c12	1	-0.1	-1	-3	-1	-1	0	2	-0.3	-4
64	O=C(CSc1nnc(C2CC2)n1CC1CCCO1)Nc1ccccc1Cl (stereo unspecified)	0	-2.2	-33	0	-3	-11	-3	-2	0.1	x
65	O=C(CN1C(=O)c2cccc([N+](=O)[O-])c2C1=O)N1CCN(c2ccc(F)cc2)CC1	4	1.1	0	4	1	-1	0	2	-0.7	-7
66	CCOC(=O)CN(C(=O)COC(=O)C1=NNC(=O)CC1)c1ccc(F)cc1	2	0.6	3	0	1	8	-2	-8	-0.3	-8
67	COP(=O)(CN(Cc1ccccc1)C(=S)Nc1c(C)cccc1C)OC	10	2.7	1	-4	-1	-5	2	1	-2.2	-6
